Screening results deposited in PubChem BioAssay by several laboratories.
RPL19A-GFP yeast: alters RPL19A-GFP fluorescence in TOR pathway yeast screen; S. cerevisiae RPL19A-GFP strain, flow cytometry, 3 h; stronger effect = lower value; percent response vs DMSO, % at 10 µM; 330,000 compounds, 0.3% hits;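 active means percent response vs DMSO below 50%; inconclusive means fewer than 70 events counted for the yeast strain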;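 further: median channel GFP fluorescence of the barcoded RPL19A-GFP strain; ratio of sample median GFP to plate DMSO average so 100% = DMSO; lower means less RPL19A-GFP as with rapamycin TOR inhibition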
MEP2 TOR yeast: yeast TOR pathway MEP2-GFP modulation; S. cerevisiae MEP2-GFP strain, flow cytometry GFP, 3 h; 100% = DMSO control level; GFP response vs DMSO, % at 10 µM; 330,000 compounds, 0.51% hits; AID 2016;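 active means GFP response versus DMSO above a set limit, roughly screen mean plus 3 SD, cut at about 180% in these data; inconclusive means fewer than 70 cells counted for a yeast strain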;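 further: median GFP fluorescence of the barcode-gated MEP2-GFP cells per well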
LAP4-GFP MLPCN: modulators of TOR pathway LAP4-GFP in S. cerevisiae | S. cerevisiae LAP4-GFP multiplex, flow cytometry GFP, 3 h; median GFP as percent of DMSO wells | GFP response vs DMSO, % at 10 µM | 320,000 compounds, 0.34% hits;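 active means GFP response vs DMSO above a set limit, about the screen mean plus 3 SD, cut at about 150% in these data; inconclusive means under 70 cell events counted for the yeast strain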
AHR act: activates the human aryl hydrocarbon receptor; P35869; AHR-responsive luciferase reporter cells, luminescence; activation, % at 5 µM; 320,000 compounds, 2.5% hits; AID 2796; in the data active means activation above about 47%;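 further: 0% = vehicle wells and 100% = reference agonist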
Target sequence (P35869 whole entry, looked up): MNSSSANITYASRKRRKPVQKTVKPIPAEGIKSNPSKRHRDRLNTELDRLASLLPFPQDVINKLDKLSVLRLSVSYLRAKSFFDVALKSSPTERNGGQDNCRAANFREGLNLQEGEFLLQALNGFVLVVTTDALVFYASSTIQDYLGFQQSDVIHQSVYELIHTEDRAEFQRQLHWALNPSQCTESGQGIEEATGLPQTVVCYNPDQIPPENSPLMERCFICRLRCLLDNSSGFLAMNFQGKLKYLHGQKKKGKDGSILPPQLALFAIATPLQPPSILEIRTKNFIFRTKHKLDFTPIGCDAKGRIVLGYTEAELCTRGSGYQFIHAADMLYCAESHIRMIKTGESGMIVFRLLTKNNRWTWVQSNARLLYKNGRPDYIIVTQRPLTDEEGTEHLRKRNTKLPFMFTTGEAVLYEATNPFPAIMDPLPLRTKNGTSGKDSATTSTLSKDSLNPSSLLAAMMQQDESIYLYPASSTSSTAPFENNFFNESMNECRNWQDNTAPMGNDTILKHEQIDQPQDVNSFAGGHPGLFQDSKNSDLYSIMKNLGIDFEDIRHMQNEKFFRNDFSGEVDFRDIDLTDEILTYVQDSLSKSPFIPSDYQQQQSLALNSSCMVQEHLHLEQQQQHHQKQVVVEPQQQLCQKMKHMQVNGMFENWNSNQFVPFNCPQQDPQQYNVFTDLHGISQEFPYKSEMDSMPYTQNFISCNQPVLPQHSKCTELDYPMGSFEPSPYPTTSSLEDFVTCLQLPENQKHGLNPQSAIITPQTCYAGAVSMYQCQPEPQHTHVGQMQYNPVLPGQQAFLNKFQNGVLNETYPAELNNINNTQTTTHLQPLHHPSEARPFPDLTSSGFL
CIT2 TOR yeast: modulators of TOR pathway CIT2-GFP in S. cerevisiae. S. cerevisiae CIT2-GFP strain, flow cytometry, 3 h; 100 means same as DMSO wells. GFP response vs DMSO, % at 10 µM. 320,000 compounds, 0.065% hits. AID 2029;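 active means GFP response relative to DMSO above a set limit, near the screen mean plus 3 SD, cut at about 150% in these data; inconclusive means Fewer than 70 cells measured for a yeast strain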;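 further: ratio of well median GFP fluorescence to mean of DMSO wells on the plate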
AGP1 TOR yeast: yeast TOR pathway AGP1-GFP modulation; GFP response vs DMSO, % at 10 µM; S. cerevisiae AGP1-GFP multiplex flow cytometry, 3 h; GFP as percent of DMSO wells; 320,000 compounds, 0.02% hits;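 active means GFP response relative to DMSO above a set limit, near screen average plus 3 SD, cut at about 150% in these data; inconclusive means fewer than 70 cells counted for the yeast strain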;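 further: median GFP channel fluorescence of the gated AGP1 strain per well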
CR mimetic SO: yeast age-related superoxide inhibition as caloric restriction mimetic; S. cerevisiae aged cells, superoxide DHE fluorescence; stronger effect = lower value; superoxide response (% of plate mean), % at 10 µM; 330,000 compounds, 0.18% hits;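 active means superoxide response under a set limit, about three screen SD below normal, cut at about 65% in these data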;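 further: yeast aged for seven days with compound at 30 °C before DHE staining; 100% = average MFI of all compound-treated wells on the plate with controls excluded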
Efflux pump mplx: antifungal efflux pump inhibition, Nile Red retention. S. cerevisiae Candida pump triplex. inhibition, % at 10 µM. 330,000 compounds, 0.44% hits;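 active means plate passing quality check with inhibition over a set limit, or well fluorescence over plate mean plus 4 SD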;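 further: Nile Red retained in pooled yeast measured as flow cytometry median fluorescence; 0% = buffer negative control and 100% = Enniatin B positive control; higher means more Nile Red kept so more efflux inhibition; some compounds called inactive have numbers as strong as hits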
* hit, by the source's call; u = inconclusive; [ ] = remark or other dose. Outcome played no part in choosing rows. About 3.9% of those tested had a hit in this group.

| SMILES | RPL19A-GFP yeast | MEP2 TOR yeast | LAP4-GFP MLPCN | AHR act | CIT2 TOR yeast | AGP1 TOR yeast | CR mimetic SO | Efflux pump mplx |
| --- | --- | --- | --- | --- | --- | --- | --- | --- |
| CC(C)(C)OC(=O)N1CCN(C(=O)c2[nH]cnc2C(=O)Nc2ccc(Cl)cc2)CC1 | 94 | 92 | 106 | -6 | 93 | 93 | 116 | 0.1 |
| CN(C)c1ccc(N=Nc2ccc(S(=O)(=O)O)cc2)c2ccccc12 | 105 | 90 | 91 | 2 | 93 | 95 | 177 | 0.2 |
| CC(C)(C)NC(=O)Cn1cc(C#N)c2cc(Br)ccc21 | 105 | 99 | 104 | 2 | 109 | 114 | 83 | -0.1 |
| Nc1c(C(=O)NCc2ccccc2)c2nc3ccccc3nc2n1CCCN1CCOCC1 | 108 | 124 | 113 | 0 | 113 | 109 | 93 | 0.1 |
| CCOC(=O)NNC1CC(=O)N(c2ccc(OC)cc2)C1=O (stereo not drawn) | 93 | 99 | 98 | -4 | 90 | 93 | 141 | 0.6 |
| COC(=O)C1(C)NC(c2ccc(Cl)cc2)C2C(=O)N(c3ccccc3)C(=O)C21 (stereo not drawn) | 98 | 105 | 84 | 1 | 103 | 98 | 89 | 0.0 |
| CCNC(=S)NNC(=O)c1c(Cl)c(C)nn1C | 109 | 112 | 90 | -3 | 109 | 101 | 129 | -0.1 |
| Cn1cc(C(=O)c2ccccc2C(=O)O)cc1C(=O)C(Cl)(Cl)Cl | 98 | 102 | 116 | 2 | 116 | 116 | 99 | 0.1 |
| O=C(COC(=O)c1cc(-c2ccco2)nc2ccccc12)NCc1ccc2c(c1)OCO2 | 97 | 100 | 96 | 3 | 94 | 93 | 134 | 0.3 |
| Cn1cc(Cl)c(C(=O)Nc2nc3ccccc3s2)n1 | 103 | 109 | 122 | 32 | 106 | 97 | 104 | -0.1 |
| Cc1ccc(C)c(-n2c(SCC(=O)N3CCCC3)nnc2-c2ccccn2)c1 | 101 | 107 | 100 | 3 | 100 | 104 | 99 | -0.1 |
| Cc1ccc(NC2Sc3ccccc3NC2=O)cc1 (stereo not drawn) | 105 | 106 | 105 | 9 | 101 | 100 | 91 | 0.0 |
| O=C(NCCO)/C(=C/c1ccc2c(c1)OCO2)NC(=O)c1ccc(Br)cc1 | 92 | 82 | 92 | 5 | 91 | 94 | 119 | 0.2 |
| O=c1c(S(=O)(=O)c2ccc(Cl)cc2)cn(Cc2cccc(F)c2)c2ccc(F)cc12 | 103 | 104 | 100 | 0 | 95 | 105 | 101 | 0.5 |
| COC(=O)c1cc(S(=O)(=O)Nc2cccc(-c3cnco3)c2)oc1C | 98 | 97 | 91 | 3 | 92 | 93 | 98 | -0.1 |
| COc1cc(OC)cc(C(=O)Nc2sc3c(c2C(N)=O)CCC3)c1 | 102 | 117 | 99 | 12 | 105 | 94 | 105 | 1.4* |
| O=C(CN1C(=O)c2ccccc2C1=O)OCC(=O)N1CCCCC1 | 111 | 121 | 121 | -2 | 102 | 113 | 94 | -0.1 |
| COc1ccc(-c2csc(NC(=O)c3ccccc3OC)c2C(=O)O)cc1OC | 102 | 97 | 87 | -4 | 102 | 93 | 114 | 0.0 |
| CCOC(=O)N1CCN(S(=O)(=O)N2CCCC(C(=O)NCCCN3CCCCC3)C2)CC1 (stereo not drawn) | 96 | 97 | 98 | 0 | 96 | 102 | 106 | 0.0 |
| NS(=O)(=O)c1cccc(NC(=O)CSc2nc3ccccc3n2-c2ccccc2)c1 | 94 | 95 | 102 | -1 | 94 | 96 | 93 | 0.0 |
| CCC1CCc2c(sc(NC(C)=O)c2C#N)C1 (stereo not drawn) | 97 | 102 | 96 | 1 | 99 | 90 | 103 | -0.3 |
| CN1CCCC(OC(=O)c2ccc(C#N)cc2)C1 (stereo not drawn) | 104 | 118 | 91 | 0 | 101 | 94 | 98 | 0.1 |
| CC(=O)Nc1ccc(S(=O)(=O)N2CCSC2)cc1 | 102 | 106 | 99 | 1 | 105 | 104 | 78 | -0.2 |
| O=C(C1CCC1)N1CCN(c2ccnc3cc(Cl)ccc23)CC1 | 94 | 111 | 117 | -2 | 100 | 107 | 103 | 0.2 |
| CSc1nc2c(c(=O)n1-c1ccc(F)cc1)SCC2 | 96 | 95 | 95 | 0 | 100 | 103 | 75 | -0.1 |
| CC(NCC(=O)NC(=O)NC1CCCC1)c1ccc(Cl)cc1Cl (stereo not drawn) | 101 | 106 | 103 | 2 | 108 | 105 | 123 | 0.1 |
| CCOC(=O)Nc1cc(OC)c(OC)cc1Cc1nccc2cc(OC)c(OC)cc12 | 102 | 109 | 102 | 0 | 102 | 105 | 103 | 0.0 |
| CCOc1ccc(CCNC(=O)c2cnccn2)cc1OCC | 100 | 103 | 107 | 0 | 110 | 108 | 100 | 0.1 |
| CC(NC(=O)Cn1cccc1C(=O)c1ccccc1)c1ccccc1 (stereo not drawn) | 97 | 100 | 98 | -1 | 100 | 108 | 97 | 0.0 |
| O=C(O)CCN1C(=O)c2ccc(NC(=O)CCc3ccccc3)cc2C1=O | 100 | 100 | 91 | -4 | 105 | 99 | 96 | 0.0 |
| COC/C=C/C1=CC2=CC(=O)C(C)(O)C(=O)C2=CO1 (stereo not drawn) | 105 | 100 | 101 | -1 | 95 | 105 | 96 | -0.1 |
| CCCCc1nnc(NC(=O)CCS(=O)(=O)Cc2ccccc2)s1 | 105 | 98 | 100 | 3 | 103 | 100 | 108 | 0.1 |
| CC(=O)N1CCN(C(=O)CSc2nc3c(cnn3-c3ccccc3)c(=O)[nH]2)CC1 | 101 | 105 | 103 | 3 | 105 | 101 | 89 | 0.1 |
| C#Cc1ccc([C@H]2C=C(C(=O)NCc3ccccc3)O[C@@H](OCc3ccc(CO)cc3)C2)cc1 | 98 | 92 | 123 | 18 | 70 | 79 | 96 | -0.1 |
| COC(=O)CSc1nnc2n(-c3ccc(OC)cc3)c(=O)c3c4c(sc3n12)CCCCC4 | 100 | 112 | 99 | 0 | 104 | 105 | 100 | 0.0 |
| Cc1c(F)cccc1NS(=O)(=O)c1ccccc1C#N | 96 | 105 | 97 | -2 | 100 | 106 | 90 | 0.0 |
| CC(C)c1ccc(CC(C)C2C3=C(CCCC3=O)OC3=C2C(=O)CCC3)cc1 (stereo not drawn) | 106 | 101 | 105 | 5 | 101 | 112 | 92 | 0.3 |
| CC(/C=C/c1ccco1)=N/NC(=O)c1ccc(C)nc1 | 91 | 87 | 92 | 4 | 93 | 93 | 107 | 0.1 |
| CC(=O)N1CCN(S(=O)(=O)c2cccc(C(=O)OCN3C(=O)c4ccccc4C3=O)c2)CC1 | 98 | 100 | 87 | 1 | 100 | 96 | 93 | -0.2 |
| CCN(CC(=O)NCc1ccc(Cl)cc1)C(=O)c1cc(OC)cc(OC)c1 | 67[may fluoresce violet] | 166[may fluoresce violet] | 81[may fluoresce violet] | 3 | u | 13[may fluoresce violet] | 90 | 0.5 |
| S=C(NCCc1ccccn1)Nc1ccc(Cl)cc1 | 98 | 87 | 96 | -3 | 104 | 96 | 95 | -0.1 |
| CCc1ccccc1-n1c(SCC(=O)Nc2ccc3c(c2)OCCO3)nc2[nH]ncc2c1=O | 103 | 110 | 102 | 5 | 113 | 108 | 109 | -4.9 |
| COCCNC(=O)c1ccc2c(c1)S(=O)(=O)c1ccccc1C2=O | 98 | 99 | 93 | 0 | 92 | 96 | 109 | -0.1 |
| Cc1cc(C(=O)COC(=O)CCc2nc3ccccc3c(=O)[nH]2)c(C)n1CC1CCCO1 (stereo not drawn) | 88 | 84 | 93 | 0 | 88 | 90 | 92 | -0.1 |
| CCOC(=O)N/N=C/C=C/c1ccccc1 | 100 | 100 | 109 | 2 | 102 | 97 | 80 | -0.1 |
| CCCN=Cc1ccc(O)cc1 | 106 | 106 | 94 | -2 | 118 | 114 | 96 | -0.1 |
| CCOc1ccc(NS(=O)(=O)c2ccc3c(c2)oc(=O)n3C)cc1 | 101 | 111 | 103 | 0 | 98 | 107 | 96 | 0.0 |
| NC(=O)c1ccc(NC(=O)CSc2cn(CC(=O)N3CCOCC3)c3ccccc23)cc1 | 104 | 104 | 106 | 0 | 103 | 106 | 89 | 0.0 |
| S=C(NCCSCc1ccc(Cl)cc1)Nc1ccccc1 | 98 | 100 | 104 | -1 | 89 | 91 | 98 | 0.1 |
| CCn1c(SCC(=O)N2CC(C)OC(C)C2)nc2c([nH]c3ccccc32)c1=O (stereo not drawn) | 107 | 112 | 119 | 50* | 101 | 105 | 98 | -0.5 |
| O=C(Nc1nccs1)C1CCCN1S(=O)(=O)c1ccc(Cl)cc1 (stereo not drawn) | 103 | 102 | 105 | 2 | 100 | 112 | 91 | 0.0 |
| COc1ccccc1C(=O)NCCCNC(=O)c1cnccn1 | 100 | 105 | 104 | -1 | 101 | 103 | 96 | 0.0 |
| COc1cccc(OCc2cc(C(=O)N(C)Cc3nccn3C)no2)c1 | 99 | 106 | 90 | 10 | 104 | 99 | 89 | 0.0 |
| CCN(CC)CCCNC(=O)C1c2ccccc2Oc2ccccc21 | 96 | 85 | 89 | 3 | 95 | 97 | 101 | 0.1 |
| COc1cc(/C=C2\C(=O)ON=C2c2ccc(Cl)cc2)ccc1O | 85 | 98 | 224* | 2 | 89 | 87 | 108 | 0.5 |
| O=C(COc1ccc(-c2ccccc2)cc1)NNC(=O)Nc1ccccc1 | 110 | 118 | 111 | 18 | 95 | 106 | 102 | 0.0 |
| COc1ccc(-n2cc(CN[C@H]3CCCCNC3=O)c(-c3cccc(F)c3)n2)cc1 | 96 | 94 | 95 | 12 | 75 | 103 | 95 | 0.0 |
| Cn1nc(C(=O)NCCc2ccc(Cl)cc2)c2c1-c1ccccc1S(=O)(=O)C2 | 96 | 97 | 103 | 4 | 95 | 98 | 113 | 0.0 |
| Cc1ccc(/C=N/N(Cc2ccccc2)c2ccccc2)o1 | 105 | 88 | 85 | 13 | 95 | 97 | 110 | 0.2 |
| O=C(CCCN1C(=O)c2ccccc2C1=O)Nc1nc2ccccc2[nH]1 | 95 | 98 | 93 | 17 | 89 | 104 | 96 | 0.1 |

Going on with the list.
| SMILES | RPL19A-GFP yeast | MEP2 TOR yeast | LAP4-GFP MLPCN | AHR act | CIT2 TOR yeast | AGP1 TOR yeast | CR mimetic SO | Efflux pump mplx |
| --- | --- | --- | --- | --- | --- | --- | --- | --- |
| COc1ccc(-c2sc3cc(OC)c(OC)cc3c2C#CCO)cc1 | 104 | 101 | 108 | 19 | 91 | 103 | 131 | -0.2 |
| Cc1cccn2c(=O)c3cc(S(=O)(=O)c4ccc(Br)cc4)c(=N)n(C4CCCCC4)c3nc12 | 100 | 116 | 125 | -1 | 95 | 64 | 113 | -0.1 |
| CC1=Nc2ccc(C)cc2/C1=C/c1c(N)n2nc(CC(=O)N3CCOCC3)sc2nc1=O | 100 | 107 | 97 | 2 | 98 | 99 | 101 | 0.1 |
| O=C(COC(=O)/C=C/c1ccc(Cl)cc1)NC1CCCC1 | 88 | 98 | 99 | -1 | 96 | 91 | 117 | 0.1 |
| O=C(c1ccncc1)N(c1ccc2oc3c(c2c1)CCCC3)S(=O)(=O)c1ccc(F)cc1 | 105 | 105 | 87 | 8 | 99 | 100 | 85 | 0.1 |
| Cn1nnnc1SCC(=O)Nc1ccc(C(=O)N2CCN(Cc3ccccc3F)CC2)cc1 | 98 | 101 | 97 | 1 | 100 | 96 | 101 | 0.2 |
| O=C(O)CCN1C(=O)/C(=C\c2ccc(OCc3ccccc3)c(OCc3ccccc3)c2)SC1=S | 105 | 99 | 101 | -3 | 104 | 107 | 92 | 1.2 |
| CCN(CC)CCCCN1c2ccccc2Sc2ccccc21 | 100 | 93 | 98 | 10 | 95 | 99 | 102 | 0.4 |
